Source: PubChem BioAssay (Broad Institute)
SIRT5 inh = sirtuin-5 (human) deacylase inhibition. Q9NXA8. Purified SirT5, succinyl-peptide AMC, trypsin-coupled fluorescence. inhibition, % at 15 µM. 1.1% of 330,000 active. AID 652115; in the data active = inhibition above about 15%
Target sequence (Q9NXA8 whole entry, looked up): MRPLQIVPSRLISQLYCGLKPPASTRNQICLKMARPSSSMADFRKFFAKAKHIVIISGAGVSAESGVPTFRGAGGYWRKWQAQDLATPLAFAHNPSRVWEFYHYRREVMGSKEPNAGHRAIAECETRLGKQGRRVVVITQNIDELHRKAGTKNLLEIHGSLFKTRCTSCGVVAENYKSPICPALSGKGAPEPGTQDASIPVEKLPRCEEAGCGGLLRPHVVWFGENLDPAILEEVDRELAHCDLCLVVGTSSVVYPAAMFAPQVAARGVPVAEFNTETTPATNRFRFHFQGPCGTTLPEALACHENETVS
esBAF inh = SWI/SNF esBAF complex inhibition. mouse ES cells, Bmi1-luciferase knock-in reporter, 24 h; 100% = twice the neutral-well signal. reporter increase, % at 12.5 µM. 2% of 350,000 active. AID 602393; in the data active = activation above about 40%;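 note: 0% = median of the plate's neutral control wells and 100% = double that signal; a rise in the Bmi1 reporter signal indicates esBAF inhibition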
ARNT TACC3 PPI = disruptors of human ARNT/TACC3 interaction. Q9Y6A5. AlphaScreen His-ARNT PAS-B/GST-TACC3 binding, luminescence; TACC3 fragment carries E629A point mutation. inhibition, % at 9.99 µM. 0.66% of 390,000 active;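 active = mean inhibition of replicates at least 50% and at least half of replicates each reaching 50%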;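 note: 0% = complete ARNT plus TACC3 wells and 100% = ARNT alone without TACC3; many hits fall short of the cut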
miR-122 sensor = miR-122 inhibition in Huh7 cells | Huh7 miR-122 Renilla luciferase sensor, 48 h; neutral wells = 0, positive control = 100 | activation (reporter increase), % at 12.5 µM | 0.3% of 340,000 active;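 active = mean replicate activation score at least 90 and every replicate individually at or above 90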;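 note: higher luciferase means less miR-122 activity so hits act as miR-122 inhibitors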
ERp5 block = inhibitors of human ERp5 | Q15084 | ERp5 insulin aggregation, absorbance 650 nm, 90 min | inhibition, % at 9.99 µM | 0.05% of 350,000 active;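 active = mean replicate inhibition above about 25%, with every replicate also reaching it, limit read from the data, passing the limit was not always enough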
Target sequence (Q15084 whole entry, looked up): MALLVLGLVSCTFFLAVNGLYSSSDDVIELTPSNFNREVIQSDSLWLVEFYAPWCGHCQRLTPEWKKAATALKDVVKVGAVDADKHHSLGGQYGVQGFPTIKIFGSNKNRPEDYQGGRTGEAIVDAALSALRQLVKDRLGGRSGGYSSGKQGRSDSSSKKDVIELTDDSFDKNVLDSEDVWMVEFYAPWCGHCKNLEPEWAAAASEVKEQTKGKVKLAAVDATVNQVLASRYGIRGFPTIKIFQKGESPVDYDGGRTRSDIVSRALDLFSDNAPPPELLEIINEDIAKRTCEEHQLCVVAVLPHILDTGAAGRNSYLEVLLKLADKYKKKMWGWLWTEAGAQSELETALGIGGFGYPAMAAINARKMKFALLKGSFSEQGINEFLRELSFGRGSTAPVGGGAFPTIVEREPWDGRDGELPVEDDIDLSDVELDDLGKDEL
C2C12 statin = protects C2C12 myotubes from simvastatin toxicity; ATP luminescence, 48 h; scaled: DMSO 0, geranylgeraniol control 100; 0.78% of 330,000 active; rescue of ATP level, % at 7.49 µM; AID 602340;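 active = mean ATP rescue above about 67%, or every replicate alone reaching that limit, limit read from the data, passing the limit was not always enough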;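 note: myotubes were challenged with 10 µM simvastatin during compound exposure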
Cneo AK release = causes C. neoformans cell lysis; adenylate kinase release luminescence, 4 h; normalised: neutral wells 0, clomiphene wells 100; lysis activity, % at 15 µM; 0.2% of 360,000 active;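 active = mean lysis activity across replicates of at least 80%, whatever share of replicates individually reach that level; inactive = mean lysis activity below 80%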
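Assay system: Cryptococcus neoformans yeast cells / Dosing: single-point compound dose / Timing: 4 h at 37 °C static, read 1 h later / Measured by: luminescence of released adenylate kinase using an AK detection reagent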
* marks the source's active call; other numbers are inactive results; & = joins results of further samples; [ ] = dose if it differs, or a comment. This is a random part of the collection (roughly 4% active in at least one column).

Screening Cc1ccc(NC(=O)CSc2ncc3ccccn23)cc1C returned SIRT5 inh -1, ARNT TACC3 PPI 6 and ERp5 block 5.
CC(C)NC(=O)c1c2c(nc3ccccc13)CCCC2 was read as esBAF inh -6, ARNT TACC3 PPI -3, miR-122 sensor 3 and Cneo AK release 1.
For CC(=O)Nc1ccc(Nc2nc(C)c([N+](=O)[O-])c(N(C)c3ccccc3)n2)cc1 the results were SIRT5 inh 1, ARNT TACC3 PPI 27 and ERp5 block -6.
`CCCNC(=O)N1[C@@H](CO)[C@H](c2ccccc2)[C@@H]1CNC(=O)c1ccc(F)cc1` gave esBAF inh 1, miR-122 sensor -21[16.7 µM], C2C12 statin 15 and Cneo AK release 0.
`Cc1ccc(S(=O)(=O)N(C)C[C@@H]2Oc3ccc(NS(=O)(=O)c4ccc(F)cc4)cc3CC(=O)N([C@H](C)CO)C[C@H]2C)cc1` gave SIRT5 inh -4, esBAF inh 2, ARNT TACC3 PPI -2, miR-122 sensor -2[16.7 µM], ERp5 block -5, C2C12 statin 24 and Cneo AK release 1.
For Cc1ccnc(N2CCC(C(=O)NNC(=O)c3ccccc3C)CC2)n1 the results were SIRT5 inh 4, esBAF inh -7, ARNT TACC3 PPI 3, ERp5 block 3, C2C12 statin 17 and Cneo AK release -1.
COc1ccccc1-c1cc(C(=O)N/N=C\c2cn(C)nc2C)c2ccccc2n1 was read as SIRT5 inh 5, ARNT TACC3 PPI 3 and ERp5 block 3.
`NS(=O)(=O)c1ccc(NC(=O)CCCCC(=O)Nc2ccc(S(N)(=O)=O)cc2)cc1` gave SIRT5 inh 2, esBAF inh -4, ARNT TACC3 PPI -5, ERp5 block 1, C2C12 statin -6 and Cneo AK release 0.
Screening Cc1noc(C)c1NC(=O)Nc1ccc2c(c1)C(=O)N([C@@H](C)CO)C[C@H](C)[C@H](CN(C)C)OCCCC[C@H](C)O2 returned SIRT5 inh 8, esBAF inh -8, ARNT TACC3 PPI 23, miR-122 sensor 7[16.7 µM], ERp5 block -4, C2C12 statin 16 and Cneo AK release 10.
Cc1sc2nc3c(C(=O)N4CCCC4)cc(C(=O)c4ccccc4O)cn3c(=O)c2c1C was read as SIRT5 inh 5, esBAF inh -1, ARNT TACC3 PPI 0, miR-122 sensor 3, ERp5 block -1, C2C12 statin 7 and Cneo AK release 7.
CCOC(=O)Nc1cc(C(=O)OC)cc(C(=O)OC)c1 was read as esBAF inh -10, miR-122 sensor -3, C2C12 statin -4 and Cneo AK release -1.
Screening CSCCC(NS(=O)(=O)c1ccc2ccccc2c1)C(=O)O (stereo not drawn) returned SIRT5 inh -2, esBAF inh -3, miR-122 sensor 4, ERp5 block -11 and Cneo AK release -1.
`Cc1ccc(NC2c3ccccc3C(=O)N2CCN2CCOCC2)cc1` (stereo not drawn) gave SIRT5 inh 14, esBAF inh 10, ARNT TACC3 PPI -3, miR-122 sensor 0, ERp5 block -4, C2C12 statin 5 and Cneo AK release -1.
`CN1c2ccc(-c3cccc(C#N)c3)cc2[C@H]2[C@H](CCN2C(=O)C2CCC2)[C@@H]1CO` gave esBAF inh 2, ARNT TACC3 PPI 11, miR-122 sensor 4[16.7 µM], C2C12 statin -37 and Cneo AK release -9.
For C[C@@H]1CN([C@H](C)CO)C(=O)c2cc(NC(=O)CCCN(C)C)ccc2O[C@H]1CN(C)C the results were SIRT5 inh 7, esBAF inh 3, ARNT TACC3 PPI -1, miR-122 sensor 9[16.7 µM], ERp5 block 0, C2C12 statin 3 and Cneo AK release -1.
C[C@H](CO)N1C[C@H](C)[C@H](CN(C)C(=O)NC2CCCC2)Oc2ncc(C3=CCCCC3)cc2C1=O was read as SIRT5 inh 4, esBAF inh -4, ARNT TACC3 PPI -1, ERp5 block 2, C2C12 statin 0 and Cneo AK release -2.
For CC(=O)N1CCC(=NNc2ccc(S(=O)(=O)N3CCOCC3)cc2[N+](=O)[O-])CC1 the results were SIRT5 inh 9, ARNT TACC3 PPI 0, miR-122 sensor 0, ERp5 block -2 and Cneo AK release 0.
For CCOc1cccc(OCCOCCNC(C)(C)C)c1 the results were SIRT5 inh -3, ARNT TACC3 PPI -3 and ERp5 block -3.
Screening CC(C)(C)c1ccc(Cn2nnc3c(=O)[nH]c(C4CCCN(C(=O)c5cccs5)C4)nc32)cc1 (stereo not drawn) returned SIRT5 inh -1, esBAF inh 5, miR-122 sensor 0, ERp5 block -1, C2C12 statin 5 and Cneo AK release 0.
`O=S(=O)(CCN1CCN(c2ccccn2)CC1)c1ccc(Cl)cc1Cl` gave SIRT5 inh -2, esBAF inh 1, ARNT TACC3 PPI -4, miR-122 sensor -3, ERp5 block 1, C2C12 statin 5 and Cneo AK release -3.

Arranged by heavy-atom count (rising): some entries from above.
`CCCNC(=O)N1[C@@H](CO)[C@H](c2ccccc2)[C@@H]1CNC(=O)c1ccc(F)cc1` gave esBAF inh 1, miR-122 sensor -21[16.7 µM], C2C12 statin 15 and Cneo AK release 0.
COc1ccccc1-c1cc(C(=O)N/N=C\c2cn(C)nc2C)c2ccccc2n1 was read as SIRT5 inh 5, ARNT TACC3 PPI 3 and ERp5 block 3.
Cc1sc2nc3c(C(=O)N4CCCC4)cc(C(=O)c4ccccc4O)cn3c(=O)c2c1C was read as SIRT5 inh 5, esBAF inh -1, ARNT TACC3 PPI 0, miR-122 sensor 3, ERp5 block -1, C2C12 statin 7 and Cneo AK release 7.

(listing goes on)
C[C@H](O)C#Cc1cnc2c(c1)C(=O)N([C@H](C)CO)C[C@H](C)[C@@H](CN(C)Cc1cccc(C(=O)O)c1)O2 was read as esBAF inh 0, ARNT TACC3 PPI -5, miR-122 sensor 14[16.7 µM], ERp5 block 0, C2C12 statin 9 and Cneo AK release 2.
COCC#Cc1cnc2c(c1)C(=O)N([C@H](C)CO)C[C@H](C)[C@H](CN(C)C)O2 was read as SIRT5 inh -1, esBAF inh -1, ARNT TACC3 PPI -1, miR-122 sensor 3[16.7 µM], ERp5 block -1, C2C12 statin -11 and Cneo AK release -3.
For C[C@H](CO)N1C[C@H](C)[C@H](CN(C)C(=O)Nc2ccccc2)Oc2ncc(-c3cccc(F)c3)cc2C1=O the results were esBAF inh 5, miR-122 sensor -8[16.7 µM] and C2C12 statin -2.
For O=C1/C(=C/c2cccc(Br)c2)SC(=S)N1CCC(=O)N(CCO)c1ccccc1 the results were SIRT5 inh 5, esBAF inh -3, ARNT TACC3 PPI 2, miR-122 sensor -3, ERp5 block -4, C2C12 statin 8 and Cneo AK release 1.
COc1ccc(-c2noc(CCC(=O)N3CCC(C)CC3)n2)cc1 was read as esBAF inh 3, ARNT TACC3 PPI -3, C2C12 statin -13 and Cneo AK release 0.
For COc1ccc(OC)c(NC(=O)Nc2nc(C(N)C(C)C)cs2)c1 (stereo not drawn) the results were esBAF inh -7, miR-122 sensor -4, ERp5 block 4, C2C12 statin -9 and Cneo AK release 0.
`CCCn1nnc(NC(=O)COc2ccc(Cl)cc2)n1` gave ARNT TACC3 PPI -5, miR-122 sensor 0 and Cneo AK release -2.
For COCCCNC(=O)Cn1ncc2c(=O)oc3ccccc3c21 the results were SIRT5 inh 3, esBAF inh -3, miR-122 sensor 2, ERp5 block -11 and Cneo AK release 0.
For CCN(CC)c1ccc(C=NNc2ccc([N+](=O)[O-])cn2)cc1 the results were SIRT5 inh -4, ARNT TACC3 PPI -5, miR-122 sensor 2, ERp5 block 1, C2C12 statin -40 and Cneo AK release -1.
Screening O=C(C[C@H]1C[C@H]2c3cc(NC(=O)Cc4ccncc4)ccc3O[C@H]2[C@H](CO)O1)NCCN1CCCCC1 returned SIRT5 inh 1, esBAF inh -5, ARNT TACC3 PPI 23, miR-122 sensor -13[16.7 µM], ERp5 block -4, C2C12 statin -1 and Cneo AK release 70.
Cc1ccc(-c2csc(N3CCN(S(=O)(=O)c4ccc5c(c4)NC(=O)CO5)CC3)n2)cc1 was read as SIRT5 inh 5, esBAF inh -1, ARNT TACC3 PPI -1, ERp5 block 5, C2C12 statin 14 and Cneo AK release -1.
Cc1ccc(CN2CC(C(=O)NNC(=O)c3ccc(F)cc3)CC2=O)cc1 (stereo not drawn) was read as SIRT5 inh 0, esBAF inh 10, ERp5 block 3 and C2C12 statin 16.
C[C@@H]1CN([C@@H](C)CO)C(=O)c2cc(C#Cc3cccnc3)cnc2O[C@@H]1CN(C)Cc1ccc(F)cc1 was read as SIRT5 inh -1, esBAF inh -1, ARNT TACC3 PPI 10, ERp5 block -4, C2C12 statin 4 and Cneo AK release -4.
Screening CC(C)[C@H](C)NC(=O)N(C)C[C@@H]1OCc2ccccc2-c2ccccc2C(=O)N([C@H](C)CO)C[C@H]1C returned SIRT5 inh -5, esBAF inh 1, ARNT TACC3 PPI -13, ERp5 block -2 and Cneo AK release -4.
Screening C[C@@H]1CN([C@@H](C)CO)C(=O)c2cccc(NC(=O)C3CCCCC3)c2O[C@@H]1CN(C)Cc1ccc(Cl)c(Cl)c1 returned SIRT5 inh 6&7, esBAF inh 5&4, ARNT TACC3 PPI -5&3, miR-122 sensor -4[16.7 µM], ERp5 block -7&5, C2C12 statin -61&0 and Cneo AK release 0&4.
Screening CC(C)(C)C1CCC(OCC(O)CN2CCN(c3ccccc3)CC2)CC1 (stereo not drawn) returned esBAF inh -4, ARNT TACC3 PPI -6, miR-122 sensor 0, C2C12 statin 4 and Cneo AK release -6.
Screening CCOC(=O)c1c(C)sc2c1N(C(=O)CN1CCOCC1)c1cc(Cl)ccc1S2 returned esBAF inh -7, ARNT TACC3 PPI 0, miR-122 sensor 5, C2C12 statin 14 and Cneo AK release 2.
`CN(C)CC(=O)N[C@@H]1CC[C@H](CC(=O)NCc2ccccc2F)O[C@H]1CO` gave SIRT5 inh -3, esBAF inh -2, ARNT TACC3 PPI -16, ERp5 block 3, C2C12 statin 2 and Cneo AK release 1.
For C[C@H](OC(=O)n1ccnc1)[C@@H]1O[C@@]2(C)CCC[C@@H]1O2 the results were ARNT TACC3 PPI -2, miR-122 sensor -4, ERp5 block -4 and Cneo AK release -1.
For COc1ccc(C[C@H]2CN3C(=NC[C@@H]3C)N2CCNC(=O)CCC2CCCCC2)cc1 the results were SIRT5 inh -1, esBAF inh -5, ARNT TACC3 PPI -7, miR-122 sensor 3, ERp5 block 2, C2C12 statin -14 and Cneo AK release 3.
Screening NS(=O)(=O)c1ccc(N/C=C/C(=O)c2ccc(Br)cc2)cc1 returned SIRT5 inh -1, ARNT TACC3 PPI -6, miR-122 sensor -2, ERp5 block -2 and Cneo AK release 6.
`Cc1nc2c(=O)[nH]n(C)c2nc1C` gave SIRT5 inh 2, esBAF inh 3, miR-122 sensor 4, ERp5 block -1, C2C12 statin 6 and Cneo AK release -1.
COc1cc(C(=O)NCC2CCCCC2)ccc1OCc1c(C)noc1C was read as SIRT5 inh -5, esBAF inh -7, ARNT TACC3 PPI 8, miR-122 sensor -1, ERp5 block -2, C2C12 statin 6 and Cneo AK release 0.
For CCc1cc(=O)oc2c3c(cc(OCC(=O)NCCN4CCOCC4)c12)OC(C)(C)CC3 the results were SIRT5 inh -35, esBAF inh 1, ARNT TACC3 PPI 9, miR-122 sensor 6, ERp5 block -3, C2C12 statin 0 and Cneo AK release 5.
`Cn1c(SCC(=O)N2CCCC2)nnc1-c1cnccn1` gave SIRT5 inh -2, esBAF inh 1, ARNT TACC3 PPI -3, miR-122 sensor -4, ERp5 block 3, C2C12 statin 7 and Cneo AK release 3.
For CCC(OC(=O)c1nsc(Cl)c1Cl)C(=O)NCC1CCCO1 (stereo not drawn) the results were esBAF inh -2, ARNT TACC3 PPI -1, ERp5 block 5, C2C12 statin -3 and Cneo AK release 1.
For C[C@@H]1CN([C@@H](C)CO)C(=O)c2cccc(N(C)C)c2O[C@@H]1CN(C)C(=O)Nc1ccc(C(F)(F)F)cc1 the results were esBAF inh -7, miR-122 sensor -9[16.7 µM] and C2C12 statin -9.

Structures above containing bromine, in the order listed:
For O=C1/C(=C/c2cccc(Br)c2)SC(=S)N1CCC(=O)N(CCO)c1ccccc1 the results were SIRT5 inh 5, esBAF inh -3, ARNT TACC3 PPI 2, miR-122 sensor -3, ERp5 block -4, C2C12 statin 8 and Cneo AK release 1.
Screening NS(=O)(=O)c1ccc(N/C=C/C(=O)c2ccc(Br)cc2)cc1 returned SIRT5 inh -1, ARNT TACC3 PPI -6, miR-122 sensor -2, ERp5 block -2 and Cneo AK release 6.
